# Bioassay records (PubChem)
# Pin1 inh: human Pin1 inhibition; Q13526; Pin1 FP peptide displacement, HiFluor488, 10 min; Potency, µM (doses to about 115 µM), for the others: at the top dose activity, negative = inhibition, most hits filed as inhibitors; hit rate 0.009% among 390,000; active = well fitted inhibition curve with a large enough effect in the polarisation, with a control signal flat, not every such curve was filed as active; inconclusive = small, poorly fitted or top-dose-only effect, or effect the other way, or a change in a side signal; inactive = no such curve, though single readings can be large or run the other way; the % refers to the polarisation; note: potency is the fitted concentration of half-maximal effect; % is set by controls: 0 for no effect and ±100 for the full control effect
# rTrxR1 inhibitor: blocks rat thioredoxin reductase 1; Potency, µM (doses to about 114 µM), for the others: at the top dose activity change, negative = inhibition, most hits filed as inhibitors; recombinant rTrxR1, NADPH fluorescence consumption, selenite substrate; hit rate 1% among 390,000; O89049; AID 588453; note: potency is the fitted concentration of half-maximal effect; % is set by controls: 0 for no effect and ±100 for the full control effect; nearly all actives have a fitted effect of over 65% in size
#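 Rat TrxR1 (90 nM in the dispensed reagent) was pre-reduced with 400 uM NADPH for 5 min at room temperature, then incubated with compound for 15 min. After 400 uM selenite was added, NADPH fluorescence (Ex 340/Em 450 nm) was followed for 8 min.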
# mIDH1 inhibitor: inhibitors of human mutant IDH1 R132H; IDH1-R132H enzyme, NADPH consumption, diaphorase/resazurin fluorescence; hit rate 0.093% among 390,000; Potency, µM (doses to about 76.6 µM), for the others: at the highest dose activity change, negative = inhibition, hits mostly inhibitors; AID 602179; note: potency is the fitted concentration of half-maximal effect; % is set by controls: 0 for no effect and ±100 for the full control effect; nearly all actives have a fitted effect of over 65% in size
# Target sequence (O75874 whole entry R132H, stated change not applied): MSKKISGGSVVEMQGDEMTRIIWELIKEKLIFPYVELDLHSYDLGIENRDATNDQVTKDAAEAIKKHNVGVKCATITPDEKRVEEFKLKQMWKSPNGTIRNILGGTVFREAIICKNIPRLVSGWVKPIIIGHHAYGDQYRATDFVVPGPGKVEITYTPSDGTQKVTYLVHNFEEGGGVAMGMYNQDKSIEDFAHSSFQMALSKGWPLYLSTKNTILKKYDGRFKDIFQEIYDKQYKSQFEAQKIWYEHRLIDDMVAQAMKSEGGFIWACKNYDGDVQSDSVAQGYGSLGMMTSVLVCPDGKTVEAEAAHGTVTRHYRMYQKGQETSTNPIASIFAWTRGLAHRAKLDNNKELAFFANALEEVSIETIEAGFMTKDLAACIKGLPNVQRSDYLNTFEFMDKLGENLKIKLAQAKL
#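 IDH1-R132H (0.5 ug/mL dispensed) in pH 7.5 Tris buffer was preincubated 30 min with compound, then given a substrate mix of 0.016 mM NADPH and 2 mM alpha-KG for 80 min at room temperature; remaining NADPH was read by diaphorase/resazurin fluorescence.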
# TRHR agonist: TRH receptor (human) agonism. P34981. TRHR cells, calcium flux fluo-8, FDSS agonist mode. activation, % at 2 µM. hit rate 0.18% among 360,000. AID 493084; in the data active = activation above about 30%; note: 0% is about no effect
#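 Agonist-mode FDSS calcium read (Ex 480/Em 530, 1 s cycles) in 1536-well TRHR cells with fluo-8 dye, after 10-cycle baseline and 23 nL compound addition; TRH at EC20 (10 nM final) added afterwards for the enhancer phase.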
# D2 antag: antagonizes the human D2 dopamine receptor. P14416. HEK293 TREx D2 cells, calcium flux, dopamine EC80. inhibition, % at 10 µM. hit rate 2% among 340,000. AID 485344; in the data active = inhibition above about 30%; note: 0% is about no effect
# Target sequence (P14416 whole entry, looked up): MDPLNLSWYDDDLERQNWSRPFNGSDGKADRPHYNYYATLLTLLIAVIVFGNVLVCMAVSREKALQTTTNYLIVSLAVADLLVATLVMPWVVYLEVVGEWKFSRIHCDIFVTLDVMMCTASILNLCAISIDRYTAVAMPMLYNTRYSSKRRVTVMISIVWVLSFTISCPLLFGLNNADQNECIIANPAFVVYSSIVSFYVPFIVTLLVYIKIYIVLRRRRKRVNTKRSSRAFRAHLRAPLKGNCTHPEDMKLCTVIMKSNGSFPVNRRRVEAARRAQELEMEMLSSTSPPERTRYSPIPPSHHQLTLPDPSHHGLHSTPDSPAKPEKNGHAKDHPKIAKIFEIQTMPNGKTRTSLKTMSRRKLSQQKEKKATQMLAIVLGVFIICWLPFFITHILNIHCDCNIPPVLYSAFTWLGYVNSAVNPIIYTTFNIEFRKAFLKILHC
#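 Overnight-induced (tetracycline, 30 C) HEK293 T-REx cells carrying force-coupled D2 receive a no-wash calcium dye, then compound, then EC80 dopamine at 180 s; signals are read kinetically throughout.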
# D2 agonist: agonists of human D2 dopamine receptor. P14416. HEK293 T-REx D2 cells, calcium flux agonist mode. activation, % at 2 µM. hit rate 0.53% among 340,000;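 active = activation over 3 SD above normal in the single-dose calcium agonist read, cut at about 30% in these data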; note: 0% is about no effect
#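 Agonism scored from kinetic calcium signal (1 read/sec, 180 s) following compound pin transfer, after a 10 s baseline. Cells: HEK293 Trex line expressing inducible D2 receptor coupled to calcium, dye-loaded after overnight culture at 30 C.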
# TrxR1 substrate: rat thioredoxin reductase 1 substrate activity. O89049. purified TrxR1 substrate turnover, NADPH consumption readout. Potency, µM (top dose mostly 114 µM), without a hit: at the highest dose activity change, negative = substrate turnover. hit rate 0.01% among 390,000; note: potency is the fitted concentration of half-maximal effect; % is set by controls: 0 for no effect and ±100 for the full control effect; nearly all actives have a fitted effect of over 50% in size
#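 Rat TrxR1, dispensed at 90 nM, was prereduced with 400 uM NADPH (final) for 5 min at ~22 deg C, then incubated with compound 15 min before 400 uM selenite. A first-read NADPH fluorescence drop versus no-compound background flagged substrates.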
# TRHR PAM: allosterically enhances the human TRH receptor. P34981. TRHR cells, fluo-8 calcium fluorescence, EC20 TRH enhancement. enhancement, % at 2 µM. hit rate 0.66% among 360,000; in the data active = enhancement above about 30%; note: 0% is about no effect
#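 TRHR-expressing cells loaded with fluo-8 calcium dye were read kinetically (ex 480/em 530) during compound addition, then stimulated with an EC20 of TRH (10 nM final). Enhancement of the Gq-mediated intracellular calcium response was scored.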
# USP1 inh: USP1/UAF1 (human) deubiquitinase inhibition. recombinant USP1/UAF1, Ub-Rhodamine cleavage fluorescence. Potency, µM (highest dose often 57.1 µM), for the others: at the top dose activity change, negative = inhibition, usual class: inhibitors. hit rate 0.23% among 390,000. AID 743255; note: potency is the fitted concentration of half-maximal effect; % is set by controls: 0 for no effect and ±100 for the full control effect; nearly all actives have a fitted effect of over 60% in size; inactives centre near -12
#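 USP1/UAF1 complex (1 nM) preincubated 15 min at room temperature with compound, then Ub-Rho substrate (150 nM final) added. Kinetic fluorescence at 480/540 nm over 6 reads at 60 s intervals; 50 mM HEPES pH 7.8, 0.5 mM EDTA, 0.1 mg/ml BSA, 1 mM TCEP, 0.01% Tween-20.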
# Numbers without * were called inactive; ? = inconclusive; · = no result given; [ ] = dose if it differs, or a comment. Unless noted, calls come from the whole dose curve; as a rule, active = well fitted inhibition curve with a large enough effect; inconclusive = small, poorly fitted or top-dose-only effect; inactive = no such curve, though single readings can be large or run the other way. A portion of the library, so the mix of outcomes need not match the whole.
compound,Pin1 inh,rTrxR1 inhibitor,mIDH1 inhibitor,TRHR agonist,D2 antag,D2 agonist,TrxR1 substrate,TRHR PAM,USP1 inh
C[C@H]1CN([C@@H](C)CO)C(=O)c2cccc(NC(=O)Nc3ccc(C(F)(F)F)cc3)c2O[C@@H]1CN(C)C(=O)Nc1ccc(F)cc1,-1%,6%[57.1 µM],13%,·,·,·,-2%[57.1 µM],·,-29%
CCc1ccccc1NC(=O)N1CC(CC)Oc2ccc(Cl)cc21 (stereo not given),?,0%,-11%,0.4,·,0.4,-4%,-4,8%
O=S(=O)(Nc1ccc2nc(-c3ccco3)[nH]c2c1)c1ccccc1,18%,56µM*,31%[activator],-0.1,7,0.5,5%,-2,-20%
COc1ccccc1OCCn1c(C(C)O)nc2ccccc21 (stereo not given),-11%,-16%,4%,0.4,-4,0.9,-9%,3,2%
COC(=O)C1CCCN1C(=O)c1cccs1 (stereo not given),-1%,-1%[57.1 µM],-9%,0.5,·,·,2%[57.1 µM],1,5%
CCc1ccccc1NC(=O)CSc1nnc([C@@H](NC(=O)OC(C)(C)C)C(C)CC)o1 (stereo not given in full),-3%,4%,2%,-0.4,-3,-0.5,-8%,0,-7%
CCOc1ncccc1C(=O)OCC(=O)c1ccc(Br)s1,6%,1%[57.1 µM],0%,·,·,·,5%[57.1 µM],·,-3%
C[C@@H]1CN([C@@H](C)CO)C(=O)c2cc(NC(=O)Nc3ccc4c(c3)OCO4)ccc2O[C@H]1CN(C)S(=O)(=O)c1cn(C)cn1,-5%,-11%[57.1 µM],-1%,·,·,·,-3%[57.1 µM],·,-15%
O=C(NCc1ccc(F)cc1Cl)C1CC(=O)N(C2CCCCCCC2)C1 (stereo not given),-6%,42%,-1%,0.2,6,0.7,10%,-1,-12%
CCOC(=O)c1sc(=S)n(CC)c1NC(=O)CC,-2%,13%,9%,0.9,0,1.5,0%,3,4%
COc1ccc(C(=O)CN2CCN(S(=O)(=O)c3cccc([N+](=O)[O-])c3)CC2)cc1OC,-1%,-19%,-7%,-1.3,-8,-1.1,-10%,-4,-16%
O=C(c1cc([N+](=O)[O-])ccc1Cl)N1c2ccccc2Sc2ccccc21,-1%,13%,8%,-0.5,-11,-0.7,9%[57.1 µM],1,-9%
CCC1NC(C(=O)O)Cc2c1[nH]c1ccccc21 (stereo not given),?,53%,-9%,1.0,-13,-0.3,47%[activator][57.1 µM],-6,?
Cc1c(NC(=O)Nc2ccc(Cl)cc2)c(=O)n(-c2ccccc2)n1C,-2%,21%,0%,-0.3,14,-0.6,7%,24,4%
CCOC(=O)c1cc(S(=O)(=O)NC2CCC(C)CC2)cn1C (stereo not given),-7%,18%,-3%,-0.7,-10,-0.5,5%,17,-27%
C=CCc1cccc(/C=N/NC(=O)C(C)Nc2ccc(C)cc2)c1O (stereo not given),4%,-14%,1%,0.1,·,·,-14%,18,-1%
Cc1ccc2c(c1)c(=O)c1ccccc1n2CCCC(=O)Nc1ccc(Cl)cc1C,0%,10%,8%,-0.2,·,-1.0,15%,-5,-28%
CC(C)=CC(=O)O[C@H]1[C@@H]2[C@H](C)C(=O)O[C@@H]2C[C@@H](C)[C@@H]2[C@@H](O)CC(=O)[C@]21C,-1%,11%[57.1 µM],-13%,0.5,-18,0.0,7%,3,-22%
O=C(c1cccs1)N1C(=O)c2cccc3cccc1c23,8%,3%,9%,-2.7,18,13,10%,-7,-13%
CC(C)n1cc(/C=C2\NC(=O)N(c3cccc(Cl)c3)C2=O)c2ccccc21,?,4%,1%,0.8,2,-0.5,7%,-3,-25%
C=CCOc1ccc(C(=O)CC)cc1OC,0%,4%[57.1 µM],1%,-0.3,24,0.8,1%[57.1 µM],5,7%
COCCN(Cc1cn(C)nc1-c1ccccc1F)C(C)C,1%,22%[57.1 µM],6%,6.8,-4,0.7,4%[57.1 µM],4,-20%
COc1ccc(-c2noc(C3CC(=O)N(c4ccc(C)c(F)c4)C3)n2)c(OC)c1 (stereo not given),8%,-2%[57.1 µM],15%,0.5,·,0.2,-9%[57.1 µM],7,-31%
COc1cc(SC)ccc1C(=O)N(C)Cc1ccccc1,13%,31%[57.1 µM],9%,-0.6,1,-1.6,15%[57.1 µM],3,-6%
O=[N+]([O-])c1cn(Cc2ccc(Cl)cc2)cn1,-10%,4%,3%,0.3,-1,0.9,-5%,-3,-4%
Cc1ccccc1CSc1nnc(-c2ccccn2)n1N,?,21%,2%,1.4,·,·,4%,3,3%
C/C(=N/NC(=O)c1cccs1)c1ccc(N2CCOCC2)cc1,0%,-27%,5%,-0.5,-15,0.1,9%,-3,-2%
Cc1c(C(=O)NCc2ccc(S(N)(=O)=O)cc2)oc2ccc(Cl)cc12,7%,28%[57.1 µM],11%,0.4,-2,6.2,7%[57.1 µM],1,-6%
CC(NS(=O)(=O)c1ccccc1)C1COc2ccccc2O1 (stereo not given),-3%,25%[57.1 µM],7%,-0.2,18,0.3,2%[57.1 µM],2,-11%
CCCCOC(=O)n1c(SCC(=O)N(C)C)nc2ccccc21,-3%,7%,8%,0.1,9,0.1,7%,-5,-2%
COc1cccc(-c2nn(-c3ccccc3)cc2CN(C)C(C)c2ccon2)c1 (stereo not given),-10%,20%[57.1 µM],1%,0.4,13,-1.3,1%[57.1 µM],-8,2%
COc1ccc(NC(=O)CSc2nccn2-c2cccc(OC)c2)cc1,6%,6%[57.1 µM],-7%,-0.6,26,-1.3,3%[57.1 µM],4,-10%
Cc1cc(N/N=C/c2ccccc2Cl)nc(NCc2ccccc2)n1,8%,-11%,-1%,-1.4,-5,-0.8,-8%,1,-9%
CC(O)CSc1nc2c(c(=O)[nH]c(=O)n2C)n1CC(O)COc1ccccc1 (stereo not given),-6%,18%,-5%,0.1,-17,0.4,-5%,-4,-20%
COc1ccccc1-c1cc2nc(C)c(CCC(=O)Nc3ccc(Br)c(C)c3)c(C)n2n1,11%,94%[activator],-13%,0.1,·,-0.3,76%[activator],-5,-28%
O=C(Nc1nnc(-c2ccccc2)o1)C1CCCCC1,-2%,11%,21%,0.4,11,0.0,6%,1,-3%
O=C(CCNC(=O)c1ccc(Br)cc1)Nc1ccccc1N1CCOCC1,2%,10%,9%,-0.2,10,-0.3,3%,-1,-11%
Cc1cccc(-n2c(-c3csc(C)c3C)n[nH]c2=S)c1,6%,-22%,-4%,-0.6,-4,-0.7,2%,-2,-14%
COc1ccc(NC(=O)c2cc(C(C)=O)n3ccccc23)cc1,-2%,5%[57.1 µM],13%,-0.5,·,-0.3,-1%[57.1 µM],3,-4%
Cc1cccc(C(=O)NCCc2csc(C)n2)c1,-6%,8%[57.1 µM],-1%,-0.1,23,0.4,5%[57.1 µM],12,-22%
COc1ccccc1C(=O)NC(CCSC)C(=O)N1CCN(C(C)=O)CC1 (stereo not given),3%,17%,11%,-0.4,18,0.1,4%,3,-17%
O=C(NCc1csc(-c2cccs2)n1)Nc1cccc(Cl)c1,1%,6%[57.1 µM],0%,-0.7,-10,0.0,0%[57.1 µM],17,1%
O=C(CC1SC(N2CCOCC2)=NC1=O)Nc1ccc(Cl)cc1 (stereo not given),1%,8%,-2%,0.5,58*,0.2,3%,-1,-21%
Cc1nn(CC(=O)N2CCN(C)CC2)c(=O)c2ccccc12,2%,3%[57.1 µM],3%,0.4,-8,1.4,-6%,7,-17%
CCOC(=O)N1CCN(C(=O)C2CCN(C(=O)c3ccc(C(C)(C)C)cc3)CC2)CC1,1%,21%[0.0914 µM],1%,-0.7,5,-0.3,14%[0.0914 µM],5,-14%
COC(=O)[C@@H](NC(=O)NCc1ccccc1Cl)C(C)C,0%,33%[activator][57.1 µM],3%,0.0,1,0.2,5%[57.1 µM],-2,-8%
O=S(=O)(Nc1nc(SCc2ccc(Cl)cc2)n[nH]1)c1ccccc1,0%,17%,-1%,3.3,28,-1.6,-1%,1,-25%
c1ccc(C(c2c[nH]c3ccccc23)c2c[nH]c3ccccc23)nc1,18%,20%[57.1 µM],3%,0.6,2,-2.1,9%[57.1 µM],-4,-29%
O=C(Nc1cccc(Cl)c1)c1cc(S(=O)(=O)N2CCCCC2)c[nH]1,-1%,19%,0%,0.3,27,-0.4,18%,-1,-20%
